# Mito fusion act = mitochondrial division inhibition or fusion activation. S. cerevisiae fusion-defective mutant growth rescue, CellTiterGlo 48 h. Potency, µM (highest dose often 46.1 µM), inactives show at the highest dose growth rescue (activation), hits mostly activators. 320,000 tested, 0.23% active;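 also: potency is read from the fitted curve at half-maximal effect; % of control where 0% means no effect; nearly all actives have a fitted effect of over 45% in size; temperature-sensitive fusion mutants such as fzo1-1 at 37 °C on non-fermentable ethanol glycerol medium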
#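 Temperature-sensitive fusion-defective S. cerevisiae (e.g. fzo1-1, mgm1-5) were grown with compound in YPEG medium (3% ethanol, 3% glycerol) for 48 hours at 37C. Growth rescue was measured as viability by CellTiterGlo luminescence after 10 minutes at ambient.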
# S-ASM inh = blocks human secretory acid sphingomyelinase; 340,000 tested, 0.006% active; placental ASM, HMU-PC fluorogenic substrate, 60 min; Potency, µM (titrated, usually from 57.5 µM), for the others: at the top dose activity change, negative = inhibition, actives largely listed as inhibitors; P17405; also: potency is read from the fitted curve at half-maximal effect
#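 Human placenta-derived ASM preincubated with compound 10 min at room temperature, then reacted with 9 uM (final) fluorogenic HMU-PC substrate for 60 min at 37 C. Stop solution raises pH to 10; fluorescence read at Ex 386/Em 447 nm.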
# MBNL1 CUG block = inhibitors of human MBNL1 binding to CUG repeat RNA | Q9NR56 | TR-FRET MBNL1-His/biotin-(CUG)12 binding, 665/545 ratio | Potency, µM (series often up to 57.5 µM), for the others: at the top dose activity change, negative = inhibition, usual class: inhibitors | 280,000 tested, 0.036% active; active = well fitted inhibition curve with a large enough effect in the signal ratio, with a control signal flat, not every such curve was filed as active; inconclusive = small, poorly fitted or top-dose-only effect, or effect the other way, or a change in a side signal; inactive = no such curve, though single readings can be large or run the other way; the % refers to the signal ratio; also: potency is read from the fitted curve at half-maximal effect; % is scaled to controls: 0 for no effect and ±100 for the full control effect
#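 MBNL1-His + Biotin-(CUG)12, cpd titration 92 nM–58 uM; Tb anti-His Ab 0.055 ng/ul, SA-XL665 5 nM (final); 60 min RT; ratiometric 665/545 nm, Ex 340 nm; normalized to buffer and full-complex controls.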
# Menin MLL FP TR = inhibitors of human menin-MLL interaction, mutant MLL peptide; O00255; Menin + Texas Red MLL mutant peptide, fluorescence polarization; Potency, µM (doses to about 61.6 µM), for inactives: at the highest dose FP activity change, negative = inhibition, actives largely listed as inhibitors; 270,000 tested, 0.23% active; AID 1768; active = well fitted inhibition curve with a large enough effect in the polarisation, with a control signal flat, not every such curve was filed as active; inconclusive = small, poorly fitted or top-dose-only effect, or effect the other way, or a change in a side signal; inactive = no such curve, though single readings can be large or run the other way; the % refers to the polarisation; also: potency is read from the fitted curve at half-maximal effect; % of control where 0% means no effect; many of its hits are not listed in these tables
# Target sequence (O00255 whole entry, looked up): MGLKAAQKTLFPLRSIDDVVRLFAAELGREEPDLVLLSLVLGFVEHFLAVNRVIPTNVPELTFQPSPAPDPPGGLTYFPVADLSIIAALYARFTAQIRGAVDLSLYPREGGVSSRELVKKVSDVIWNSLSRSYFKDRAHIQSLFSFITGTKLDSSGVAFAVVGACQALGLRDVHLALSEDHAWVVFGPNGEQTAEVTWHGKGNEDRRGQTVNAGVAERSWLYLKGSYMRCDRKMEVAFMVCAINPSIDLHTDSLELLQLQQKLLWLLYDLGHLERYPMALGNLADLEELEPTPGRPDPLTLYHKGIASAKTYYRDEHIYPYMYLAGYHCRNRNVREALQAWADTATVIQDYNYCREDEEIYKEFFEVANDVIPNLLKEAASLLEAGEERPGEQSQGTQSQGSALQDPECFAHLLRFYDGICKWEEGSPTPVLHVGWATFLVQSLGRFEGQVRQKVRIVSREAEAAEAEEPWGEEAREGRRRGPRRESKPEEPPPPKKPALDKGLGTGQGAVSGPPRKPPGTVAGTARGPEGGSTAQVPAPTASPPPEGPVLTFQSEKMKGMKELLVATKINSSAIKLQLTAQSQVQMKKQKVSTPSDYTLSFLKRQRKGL
# TSHR antag = human thyrotropin receptor antagonism; 330,000 tested, 0.2% active; activity change, negative = inhibition, % at 11.5 µM; TSHR-expressing cells, TSH-stimulated cAMP HTRF, 2 h; stronger effect = lower value; P16473; AID 504810;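 active = activity change below a set negative limit, meaning inhibition stronger than a set level, cut at about -70% in these data; inconclusive = activity change between two set negative limits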; also: % is scaled to controls: 0 for no effect and ±100 for the full control effect
#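 TSHR-expressing cells, 200/well, pre-treated with compound, then stimulated with EC80 TSH (4nM final) for 2 hours at 37 deg C. cAMP measured by competitive HTRF: anti-cAMP cryptate antibody in lysis buffer plus cAMP-d2, read after 30 minutes at room temperature.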
# CXXC DNA block = inhibitors of human MLL CXXC domain-DNA interaction; Q03164; MLL-CXXC / FITC-HOXA9 DNA fluorescence polarization; Potency, µM (doses to about 115 µM), without a hit: top-dose activity change, negative = inhibition, hits mostly inhibitors; 290,000 tested, 0.037% active; active = well fitted inhibition curve with a large enough effect in the polarisation, with a control signal flat, not every such curve was filed as active; inconclusive = small, poorly fitted or top-dose-only effect, or effect the other way, or a change in a side signal; inactive = no such curve, though single readings can be large or run the other way; the % refers to the polarisation; also: potency is read from the fitted curve at half-maximal effect
#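 Purified MLL-CXXC (added from a 7 uM solution) was preincubated 5 min at ambient with pinned compounds in 50 mM Tris-HCl pH 7.5, 50 mM NaCl, 1 mM DTT, 0.05% BSA. Fluorescein-labeled HOX-A9 DNA (50 nM solution) followed, 30 min, then polarization read.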
# a7 integrin act = activators of alpha7 integrin expression for muscular dystrophy. AID 624291. Potency, µM (series often up to 38.3 µM), inactives show top-dose activation, hits mostly activators. 350,000 tested, 0.064% active. alpha7betagal myoblasts, beta-gal FDG fluorescence, 48 h;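 also: potency is read from the fitted curve at half-maximal effect; 100% = response of the positive control SU9516; nearly all actives have a fitted effect of over 60% in size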
#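 alpha7betagal+/- myoblasts (passage 13, 250/well) treated 48 h at 37C with compounds at 1:260 dilution of DMSO stock. Lysed, then beta-galactosidase activity read as FDG fluorescence (ex 480/em 540) after 30 min, with pre-read for autofluorescence.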
# TCR activator = activates T cell receptor signaling; primary human leukocytes, anti-CD3, IL-2 HTRF, 48 h; Potency, µM (titrated, usually from 9.22 µM), without a hit: at the top dose activation of IL-2 secretion, actives largely listed as activators; 330,000 tested, under 10 active; AID 504894; also: % of control where 0% means no effect
#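 1) Mix primary human leukocytes, a-CD3 beads and compound. 2) Incubate 48 hr. 3) Add HTRF IL-2 reagents (a-IL-2-K, a-IL-2-d2).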
# TSG101-PTAP inh = blocks PTAP/TSG101 interaction to inhibit HIV-1 budding; Q99816; 340,000 tested, under 10 active; AID 493005; Fluorescence polarization, FITC-PTAP peptide / Tsg101 binding; Potency, µM (titrated, usually from 115 µM), for inactives: at the top dose activity change, negative = inhibition, usual class: inhibitors; active = well fitted inhibition curve with a large enough effect in the main read-out, with a control signal flat, not every such curve was filed as active; inconclusive = small, poorly fitted or top-dose-only effect, or effect the other way, or a change in a side signal; inactive = no such curve, though single readings can be large or run the other way; also: potency is read from the fitted curve at half-maximal effect; % of control where 0% means no effect
# Target sequence (Q99816 whole entry, looked up): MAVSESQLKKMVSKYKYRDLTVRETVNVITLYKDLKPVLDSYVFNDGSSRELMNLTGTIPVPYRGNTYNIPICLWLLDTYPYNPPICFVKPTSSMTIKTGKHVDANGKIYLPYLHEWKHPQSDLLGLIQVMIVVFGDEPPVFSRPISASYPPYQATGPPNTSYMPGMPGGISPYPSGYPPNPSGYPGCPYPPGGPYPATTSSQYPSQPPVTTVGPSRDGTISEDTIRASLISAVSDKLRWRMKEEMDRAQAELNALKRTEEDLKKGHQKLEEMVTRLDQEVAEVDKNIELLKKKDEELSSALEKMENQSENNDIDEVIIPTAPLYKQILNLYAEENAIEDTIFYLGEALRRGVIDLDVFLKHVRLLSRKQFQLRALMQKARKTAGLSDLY
#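 Fluorescence polarization binding of Tsg101 binding domain (10 uM final) to FITC-labeled PTAP peptide (50 nM final) in HEPES pH 7.5 buffer with NaCl, Tween 20, EDTA, TCEP. Compounds added before peptide; binding 20 min at RT.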
# AT treatment = potential ataxia-telangiectasia treatment; 320,000 tested, 0.19% active; […] A-T fibroblasts, KAP-1 phosphorylation AlphaLISA; neocarzinostatin DNA damage 30 min before lysis; Potency, µM (doses to about 57.5 µM), for inactives: at the top dose activation, usual class: activators; AID 485349; also: potency is read from the fitted curve at half-maximal effect; % of control where 0% means no effect; nearly all actives have a fitted effect of over 45% in size
#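 ATM-like activity read as KAP-1 phosphorylation via AlphaLISA donor/acceptor antibody pairs after lysis and 6 hr at 25C. Cells were ATM-null patient fibroblasts ([…], hTERT), dosed 60 min, then exposed to the DSB inducer NCS for 30 min.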
# Starred values were filed as active, the others as inactive; ? = inconclusive; · = not tested or not shown; & = joins results of further samples; [ ] = remark or other dose. Unless noted, calls follow the shape of the dose curve; as a rule, active = well fitted curve in the direction sought with a large enough effect; inconclusive = small, poorly fitted or top-dose-only effect, or another doubt; inactive = no such curve, though single readings can be large; an effect the other way counts as inactive or inconclusive. The list is partial (hit frequency here may not be typical).
SMILES,Mito fusion act,S-ASM inh,MBNL1 CUG block,Menin MLL FP TR,TSHR antag,CXXC DNA block,a7 integrin act,TCR activator,TSG101-PTAP inh,AT treatment
CN(C)C(=O)c1cc([N+](=O)[O-])cc([N+](=O)[O-])c1N(C)C,-4.2%,-2.0%,?,?,13.5,0.1%,-4.8%,-0.7%,-4.8%,1.9%
Cc1cccc(NC(=O)NCc2ccc3c(c2)OCO3)c1C,-2.1%,2.5%,-2.0%,8.3%,6.1,-3.6%,11.4%,4.3%,-5.1%,-3.1%
CN1CCN(S(=O)(=O)c2ccc(SCCOc3ccc(Cl)cc3)nc2)CC1,0.6%,-0.5%,·,·,-23.3,·,-27.1%,5.4%,-2.1%,5.9%
Cn1c(=O)c2c(nc(SCc3ccccc3F)n2C)n(C)c1=O,1.2%,5.1%,1.3%,-8.5%,1.6,-7.2%,7.4%,2.1%,1.0%,5.5%
CC(C)c1ccc(C(C(=O)NC2CCCC2)N(C(=O)CNC(=O)c2ccco2)c2cccnc2)cc1 (configuration not stated),-2.5%,0.2%,?,-3.3%,23.6,1.6%,-1.0%,-4.2%[46.1 µM],1.1%,·
O=C(CN1CCN(S(=O)(=O)c2ccc(F)c(F)c2)CC1)Nc1ccccc1C(=O)NC1CC1,-0.9%,4.0%,·,·,-10.8,·,-27.4%,-0.6%,-1.0%,1.3%
CCn1c(CCNC(=O)c2ccccc2Cl)n[nH]c1=S,1.6%,-2.1%,-3.6%,-12.3%,0.2,0.5%,-4.6%,0.1%,-1.7%,-3.8%
O=C(CSC1=NCCS1)Nc1ccc(S(=O)(=O)N2CCCCCC2)cc1,0.9%,-0.6%,1.2%,-17.6%,-16.2,-2.5%,-41.7%[7.66 µM],2.2%,-0.6%,5.2%
CCC(C)NCC(=O)Nc1sc2c(c1C(N)=O)CCC2 (configuration not stated),1.9%,2.1%,2.6%,-12.5%,-6.3,13.7%,6.5%,1.9%,-3.5%,0.0%
Cc1ccc(C(=O)OC(C(=O)Nc2ccc(Cl)cc2C(F)(F)F)c2ccccc2)cc1 (configuration not stated),3.8%,-10.8%,-0.1%,-1.2%,0.3,4.7%,0.0%,0.1%[46.1 µM],0.9%,-7.7%
CCOC(=O)c1cc2c(=O)n3cccc(C)c3nc2n(CC2CCCO2)c1=NC(C)=O (configuration not stated),·,·,·,·,·,·,2.6%&8.3%,9.9%&1.6%,-4.8%&1.3%,·
O=C(c1ccc(F)cc1)C(CCCCCC(CN1CCOCC1)C(=O)c1ccc(F)cc1)CN1CCOCC1 (configuration not stated),-15.9%,0.2%,-4.2%,?,-1.8,0.4%,-62.0%[inhibitor],-130.1%,-2.3%,0.0%
Cc1nc(SCCCSc2n[nH]c(C)n2)n[nH]1,-4.1%,-1.4%,-5.6%,0.4%,16.1,3.9%,7.1%,-1.6%,-1.0%,-2.3%
COc1ccc(N(C)S(=O)(=O)c2c(C)[nH]c(=O)[nH]c2=O)c(OC)c1,-3.2%,-2.0%,-11.7%,-0.5%,-4.6,?,0.6%,-28.7%,-8.9%,-10.2%
Cc1c(C)c2ccc(OCc3ccc(C(=O)O)o3)c(C)c2oc1=O,3.3%,13.7%,16.6%,-11.0%,-5.1,8.1%,30.8%,-14.1%,-8.2%,-1.3%
CC(C)C(NC(=O)OCc1ccccc1)C(=O)NC1CCCCC1 (configuration not stated),4.1%,4.4%,4.8%,-1.0%,-6.1,-4.0%,1.2%,-5.1%[46.1 µM],0.1%,-2.6%
COc1cccc(CN(C)C(=O)c2[nH]c(C)c(C(C)=O)c2C)c1OC,-3.5%,-1.6%,3.3%,-5.9%,-3.7,6.3%,0.0%,1.8%,-0.2%,7.4%
CC(=O)OC[C@H]1O[C@@H](O[C@H]2C[C@]3(C)C(C[C@@H](O)C4C([C@]5(C)CC[C@@H](C(C)(C)O)O5)CC[C@]43C)[C@@]3(C)CC[C@H](O)C(C)(C)C23)[C@H](O[C@@H]2O[C@@H](C)[C@H](O)[C@@H](O)[C@H]2O)[C@@H](O)[C@@H]1O (some centres not stated),·,2.4%,·,·,-2.5,·,4.7%,1.3%,-6.1%,1.1%
O=C1/C(=C/c2ccc([N+](=O)[O-])cc2)C=C(c2ccccc2)N1c1ccc(O)cc1,1.4%,-14.2%,5.1%,·,0.9,-1.8%,10.2%,-4.2%,-5.3%,2.6%
O=C(N/N=C/C=C/c1ccco1)c1cccc([N+](=O)[O-])c1,-11.9%,-2.6%,?,14.8%,4.0,-2.0%,-2.9%,1.1%[46.1 µM],-1.9%,0.6%
CCOC(=O)c1sc2nc(CC(=O)OC)nc(NCC(=O)OC)c2c1C,8.3%,-0.6%,?,-15.2%,17.2,-4.2%,29.0%,1.0%,-2.7%,10.4%
O=C(C1=C(O)C(=O)N(CCc2ccccc2)C1c1ccncc1)c1cc2ccccc2o1 (configuration not stated),3.5%,-1.7%,87.3%[activator],18.9%,-4.4,-9.0%,4.9%,-6.4%,-17.2%,-0.8%
COc1ccc(C2=NOC(Cn3nc(C(=O)NCc4cccs4)cc3-c3ccccc3)C2)cc1 (configuration not stated),23.4%,-0.6%,·,·,6.4,·,-1.2%,6.9%,-11.8%,0.6%
COCc1cc(C)nc(N/N=C/c2ccc(-c3ccc(C(=O)O)c(Cl)c3)o2)c1C#N,1.1%,·,?,11.4%,-4.6,-17.3%,·,·,·,0.8%
Cc1cc(S(=O)(=O)Nc2ccc3c(c2)n(C)c(=O)n3C)ccc1F,-0.8%,1.8%,-6.3%,-15.7%,-9.6,-6.3%,8.0%,·,-1.3%,0.2%
Nc1cccnc1S(=O)(=O)c1ccccc1,0.6%,5.3%,10.3%,2.4%,2.1,0.7%,-8.5%,-0.8%,-3.6%,1.1%
Cc1cc(-c2ccc(Cl)s2)n[nH]1,-3.4%,5.0%,1.3%,-0.3%,-3.3,-6.2%,-20.1%,2.5%,-7.5%,-3.1%
C=CCn1sc(N)c(C(=O)OCC)c1=S,-1.3%,-0.7%,?,5.2%,-2.1,-5.3%,20.6%,-24.6%,-0.3%,4.9%
CCOC(=O)N1CCN(C(=S)Nc2ccc(C)cc2)CC1,-12.8%,2.0%,-8.2%,-3.3%,0.9,3.9%,-21.9%,0.1%[46.1 µM],-1.2%,0.8%
COc1ccc(-c2cn[nH]c2-c2ccc(OC)cc2O)cc1,12.9%,-8.7%,-3.9%,?,-4.4,10.2%,7.9%,1.0%,0.0%,-4.6%
COc1ccccc1CNS(=O)(=O)c1ccc2c(c1)NC(=O)CO2,-0.7%,0.5%,-5.5%,·,-5.0,6.6%,4.2%,11.7%,-0.9%,1.1%
CCOc1cc(CNCCCN2CCOCC2)cc(Br)c1OCc1ccccc1Cl,-27.6%,-2.6%,6.6%,?,-5.1,0.2%,-21.2%,0.7%,-7.6%,1.4%
CCOC(=O)N1CCC(NC(=O)Cc2cn(C)c3ccccc23)CC1,-2.5%,-0.2%,-1.7%,-2.0%,·,-3.5%,13.1%,-2.4%,-1.5%,·
O=C1c2ccccc2C(=O)N1CCCc1nc2ccccc2c(=O)n1-c1cccnc1,-4.3%,-1.7%,14.6%,3.3%,8.6,10.5%,5.4%[1.53 µM],-11.5%,1.9%,-5.9%
CCn1c(C(c2ccccc2)c2ccccc2)n[nH]c1=S,3.7%,-2.3%,-14.8%,-3.6%,-6.6,-6.4%,-27.8%,4.4%,-1.8%,·
CCOC(=O)c1c(-c2ccc(OC)cc2)oc2ccc(O)cc12,?,44.2%[activator],12.9%,?,-19.7,16.2%,-10.6%,-3.0%,-7.9%,12.9%
COc1ccc(OC)c(NC(=O)CSc2nnc(-c3cnccn3)n2C)c1,-2.2%,-0.5%,4.6%,·,-1.5,6.4%,-20.2%,1.2%,0.0%,-3.8%
CCN1c2ccccc2-c2nc3ccccc3n2C1c1cccnc1 (configuration not stated),-12.7%,·,-7.2%,-6.9%,-8.8,-0.6%,-0.5%,-1.1%,-2.9%,-2.0%
Cc1cc(C(=O)COC(=O)c2ccc([N+](=O)[O-])o2)c(C)n1CC1CCCO1 (configuration not stated),-7.8%,-1.0%,?,-13.4%,11.3,-19.2%,-40.8%,2.2%,-2.2%,-3.0%
